Compound activity as filed in PubChem BioAssay.
NIH3T3 HSF-1 reporter = decrease of heat-induced HSF-1 GFP reporter, dose response, NIH3T3 R4 cells, GFP/RFP, cherry-pick, set 3 (AID 493083); NIH3T3 R4 HSF-1 GFP reporter, heat shock, 48 h; activity change, negative = inhibition, % at the top dose, mostly 19.5 µM; hits show AC50 in µM; actives 4% (n = 2,400);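 active = compounds lowering signal whose fitted AC50 is at most ten times the top tested dose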;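 note: 0% = neutral control wells and -100% = didemnin B positive control; many of its hits are not listed in these tables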
Numbers without * were called inactive. Some of the compounds tested; rates above refer to the full screens.

SMILES	NIH3T3 HSF-1 reporter
CCN(CC)CCOC(=O)c1ccc(N)cc1	-1%
